# Tb PYK inh: inhibitors of Trypanosoma brucei pyruvate kinase | TbPYK enzyme, Kinase-Glo Plus ATP luminescence, 45 min | Potency, µM (doses to about 76.8 µM), without a hit: at the top dose activity, negative = inhibition, usual class: inhibitors | 410,000 tested, 0.12% active | AID 624173; active = well fitted inhibition curve with a large enough effect; note: nearly all actives have a fitted effect of over 50% in size
#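 In this concentration-response screen, enzyme-free wells defined baseline while DMSO plates tracked drift. Each reaction combined TbPYK, substrate, compound and 130 uM ADP for 45 min at room temperature. Kinase-Glo Plus luminescence gave the signal.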
# Active calls of the source: *; [ ] = dose if it differs, or a comment. % is set by controls: 0 for no effect and ±100 for the full control effect; potency is the fitted concentration of half-maximal effect. An excerpt, so the mix of outcomes need not match the whole.
Structure,Tb PYK inh
O=c1c(CCc2ccccc2)nc2cnc(N3CCOCC3)nc2n1C[C@H]1CCCO1,0.0%
CC(CNC(=O)Cc1ccc(NC(=O)N2CCSc3ncccc32)cc1)c1ccccc1 (stereo not given),-1.5%[15.4 µM]
Cc1c(-c2ccc(Cl)cc2)c(=O)oc2ccc(OC(=O)N3CCOCC3)cc12,-7.4%
COc1ccc(NC(=O)Cn2c(=O)n(CCCCCC(=O)NCc3ccc4c(c3)OCO4)c(=O)c3sccc32)cc1Cl,-2.9%
CCOc1ccccc1NC(=O)C(Cc1ccccc1)NS(=O)(=O)c1ccc2c(c1)oc(=O)n2C (stereo not given),0.5%
Cc1ccc2ncc(C(=O)N3CCN(c4ccccc4F)CC3)c(=O)n2c1,-1.4%
CC1CCCCN1c1csc2ccc(F)cc2c1=O (stereo not given),5.0%
COc1cc(Cl)c(C)cc1Nc1ncnc2c1nc1n2CCCC1,3.9%
CCc1ccc(CNC(=O)c2ccc3c(c2)nc2n3CCOC2)cc1,3.7%
COc1ccc(-c2ccc(=O)n(CC(=O)Nc3ccccc3C(F)(F)F)n2)cc1,-4.4%
CCOc1ccc(NC(=O)Cn2nnc(C(=O)OC)c2C(=O)OC)cc1,-3.5%
CCOc1ccccc1NC(=O)C(CC)n1c(C(=O)OC)cc2occc21 (stereo not given),1.9%
Cc1cc(C)c2c(CC(=O)Nc3nnc(CC(C)C)s3)coc2c1,-17.8%
COc1ccc(C2C(C(=O)Nc3ccccc3)=C(C)Nc3nc(-c4ccc(Cl)cc4)nn32)cc1 (stereo not given),3.8%
Cc1ccccc1NC(=O)Cn1cc(C(=O)c2ccco2)c2ccccc21,-2.1%

# Single entries from the entries so far:
# In Tb PYK inh, CCOc1ccc(NC(=O)Cn2nnc(C(=O)OC)c2C(=O)OC)cc1 is entered as -3.5%
# In Tb PYK inh, CCOc1ccccc1NC(=O)C(Cc1ccccc1)NS(=O)(=O)c1ccc2c(c1)oc(=O)n2C (stereo not given) is entered as 0.5%

# More compounds follow:
Structure,Tb PYK inh
CN1c2ccc(Cl)cc2-c2nc(SCC(=O)NCc3ccc(F)cc3)ncc2S1(=O)=O,-0.3%
O=C(CCn1c(=O)c2sccc2n(Cc2cccc(F)c2)c1=O)NCc1ccc2c(c1)OCO2,3.7%
O=C(CSc1nc2ccccc2nc1Cc1ccc(Cl)cc1)Nc1ccc2c(c1)OCO2,-2.7%
COc1ccc(CCNC(=O)c2ccc3[nH]c(C)c(C)c3c2)cc1OC,2.3%
O=C(NCc1ccc(Cl)cc1)c1cc2cccc3c2n1CCS3,5.2%[15.4 µM]
COc1ccc(NC(=O)C2CCCN(S(=O)(=O)c3cccs3)C2)cc1 (stereo not given),-4.7%
Cn1c(=O)c2c(SCC(=O)Nc3ccc(F)cc3F)nc(C3CCCC3)nc2n(C)c1=O,4.4%
CCOc1ccc(N(C)C(=O)c2oc(=O)c3ccccc3c2-c2ccccc2)cc1,-3.3%
O=C(Nc1cccc(-c2nc3ncccc3o2)c1)c1ccc(-c2cccc(Cl)c2Cl)o1,-5.4%
CCN1CCc2c(sc(-n3cccc3)c2C(CCC(C)C)NC(=O)NCCC(=O)OC)C1 (stereo not given),-4.5%
CCc1cccc(C)c1NC(=O)CN(C)S(=O)(=O)c1cccc2nsnc12,-6.5%
COc1cccc(COC(=O)c2ccc(-c3nnn(Cc4ccccc4)n3)cc2)c1,0.9%
CCc1ccc(Sc2cc(C(=O)NCc3cccc(OC)c3)c3ccccc3n2)cc1,-7.4%
CC(=O)c1cccc(NC(=O)c2ccc(Cl)c(S(=O)(=O)N3CCOCC3)c2)c1,-2.2%
Cc1ccc(CNC(=O)Cn2c3ncccc3c(=O)n2-c2ccccc2)cc1,-2.5%
Cc1ccc(C)c(NC(=O)N2CCc3cc(S(=O)(=O)N4CCC(C)CC4)ccc32)c1,-1.1%
CCNC(=O)CCSc1nnc(-c2ccc(O)cc2)o1,-15.0%
Cc1cc(C)cc(NC(=O)c2sc3nc(-c4ccccc4)cn3c2C)c1,0.3%
Cc1ccccc1Cn1c(=O)n(Cc2ccco2)c(=O)c2oc3ccccc3c21,2.6%
CCN1CCN(C(=O)c2ccc3c(c2)N(Cc2cccc(F)c2)C(=O)c2ccccc2S3)CC1,-5.4%
Cc1ccc(CCNC(=O)c2ccc(CSCc3ccc(C)cc3)o2)cc1,3.4%
Cc1ccc(NC(=O)C2CCN(S(=O)(=O)c3cccc4nonc34)CC2)cc1C,6.6%[15.4 µM]
COc1ccc(C(=O)NCC(c2ccc(N(C)C)cc2)N2CCc3ccccc32)cc1OC (stereo not given),-11.7%
COc1ccccc1CNC(=O)C1CCN(S(=O)(=O)c2c(C)noc2/C=C/c2c(C)cc(C)cc2C)CC1,-0.6%
O=C(Nc1cccc(OCc2cc(=O)n3ccccc3n2)c1)Nc1cccc(C(F)(F)F)c1,-8.5%
COc1ccc(C(=O)NCC(c2ccc(N(C)C)cc2)N2CCCC2)cc1 (stereo not given),-7.9%
COc1ccc(NC(=O)CSc2nc(-c3cccc(C)c3)[nH]c2-c2ccccc2)cc1OC,-16.3%
CCS(=O)(=O)Nc1cc(-c2cn3ccc(C)cc3n2)ccc1C,0.6%
CCOC(=O)c1c(NC(=O)COc2c(C)cc(Cl)cc2Cl)sc2c1CCCC2,0.9%
CCOC(=O)C1CCCN(S(=O)(=O)c2cc(-c3cc(C)no3)ccc2OC)C1 (stereo not given),2.5%
COc1cccc(OC)c1C(=O)Nc1cccc(-c2nc3cc(C)cc(C)c3o2)c1,-13.2%
COc1cc(CN(C(=O)c2ccccc2Br)c2ccccn2)cc(OC)c1OC,0.1%
Cc1cccc(-c2noc(CNC(=O)c3ccc(C)cc3C)n2)c1,-7.7%
CCOCCCn1c(=N)c(C(=O)NCC2CCCO2)cc2c(=O)n3cc(C)ccc3nc21 (stereo not given),-5.7%
CCOc1ccccc1NC(=O)CSc1nc2c(oc3ccccc32)c(=O)n1Cc1ccco1,-4.0%
CCN(CC)c1ccc(C2C(C(=O)Nc3ccccc3C)=C(C)Nc3ncnn32)cc1 (stereo not given),1.9%
Cc1ccc(-n2ncc3c(N4CCC(C(N)=O)CC4)ncnc32)cc1,-0.5%
Cc1nc2ccn(Cc3ccccc3)c(=O)c2cc1C(=O)N1CCN(c2ccccc2F)CC1,1.2%
Cc1ccc(NC(=O)C2CCN(S(=O)(=O)c3cccc4nonc34)CC2)c(Cl)c1,-4.3%
CC(=O)N1CCc2cc(S(=O)(=O)NC(Cc3ccccc3)C(=O)Nc3cc(C)cc(C)c3)ccc21 (stereo not given),-6.9%
COc1ccc(/C=C/C(=O)N2CCC(c3nc4ccccc4o3)CC2)cc1,-0.3%
COc1ccc(CCNC(=O)CCCn2c(=O)c3ccccc3n(CC(=O)Nc3ccc(C)cc3Cl)c2=O)cc1OC,-3.6%
CC1CCc2onc(C(=O)N3CCN(c4ccc(F)cc4)CC3)c2C1 (stereo not given),-2.6%
CCOC(=O)c1cc(S(=O)(=O)NCc2ccc(Cl)cc2)[nH]n1,-0.2%
CCC(=O)N1CCc2cc(Br)cc(S(=O)(=O)NCc3cccc(OC)c3)c21,-9.9%

# Rewritten as labelled records: part of the list above
COc1cc(CN(C(=O)c2ccccc2Br)c2ccccn2)cc(OC)c1OC
  Tb PYK inh = 0.1%

Cc1cccc(-c2noc(CNC(=O)c3ccc(C)cc3C)n2)c1
  Tb PYK inh = -7.7%

CCOCCCn1c(=N)c(C(=O)NCC2CCCO2)cc2c(=O)n3cc(C)ccc3nc21 (stereo not given)
  Tb PYK inh = -5.7%

CCOc1ccccc1NC(=O)CSc1nc2c(oc3ccccc32)c(=O)n1Cc1ccco1
  Tb PYK inh = -4.0%

# Following part
mol	Tb PYK inh
COC(=O)C1=C(C)NC(=O)NC1c1cn(-c2ccccc2)nc1-c1ccc(OC)c(Cl)c1 (stereo not given)	6.3%
Cc1ccc(NC(=O)Cn2c(=O)nc(-c3ccccc3)c3ccccc32)cc1	6.0%
Cc1ccc(-c2cn3c(n2)sc2cc(C(=O)NC(C)C45CC6CC(CC(C6)C4)C5)ccc23)cc1 (stereo not given)	0.8%
Cn1c(=O)c2c(SCC(=O)NCC3CCCO3)nc(-c3ccccc3F)nc2n(C)c1=O (stereo not given)	-0.3%
Cc1cccc(N(CC(=O)NCCSCc2cccc(Cl)c2)S(=O)(=O)c2ccccc2)c1C	-0.5%
COc1cccc2c1cc1c(=O)n(CC(=O)N3CCN(c4cccc(Cl)c4)CC3)nc(C)n12	-5.3%
COc1ccc(CNC(=O)CN(C)S(=O)(=O)c2ccc3nc(C)sc3c2)cc1	-1.6%
O=S(=O)(NCCc1csc2nc(-c3ccc(F)cc3)nn12)c1ccc(Br)cc1	-1.1%
Cc1ccc(C(=O)NCC(c2ccc3c(c2)OCO3)N2CCN(c3ccc(F)cc3)CC2)cc1 (stereo not given)	0.1%
COc1cccc(N2CCN(S(=O)(=O)c3ccc(-c4cc(C(F)(F)F)on4)s3)CC2)c1	-6.9%
Cc1ccc2c(=O)cc(C(=O)Nc3c(C)n(C)n(-c4ccccc4)c3=O)oc2c1	-6.0%
CCCOc1ccc(C(=O)Nc2ccc3oc(-c4cccc(Cl)c4Cl)nc3c2)cc1	-4.8%
COc1ccccc1-c1noc(CCC(=O)Nc2ccc(C)cc2C)n1	-9.0%
Cc1ccccc1CNC(=O)C(=O)NCC(c1ccco1)S(=O)(=O)c1ccccc1 (stereo not given)	-4.5%
Cc1oc(-c2ccc(C(=O)NCCc3ccc(Cl)cc3)cc2)nc1CSc1ccccc1	-7.7%
COc1ccccc1NC(=O)Cn1c(=O)n(CCC(=O)NCC2CCCO2)c(=O)c2cc(OC)c(OC)cc21 (stereo not given)	-12.0%
Cc1ccc(CNC(=O)c2cc(=O)c3cc(C)c(C)cc3o2)cc1	-1.8%
O=C(Nc1ccccc1)N1CCCC2(CCN(C(=O)c3cnccn3)CC2)C1	-9.5%
CCOCCCn1c(=N)c(C(=O)NCc2ccco2)cc2c(=O)n3ccccc3nc21	-0.2%
CCOC(=O)c1cc(-c2ccc(C)cc2)n(CC(=O)Nc2ccc(OC)c(Cl)c2)c1C	-10.3%
CCCCNC(=O)CN1C(=O)CSc2ccc(S(=O)(=O)N3CCC(C)CC3)cc21	-1.8%
Cc1cccc(CNC(=O)C2CCN(S(=O)(=O)c3ccc4c(c3)CCCN4C(=O)C3CCC3)CC2)c1	-20.3%
COC1=C(OC)C(=O)C(CC=C(C)CCC=C(C)CCC=C(C)CCC=C(C)CCC=C(C)CCC=C(C)CCC=C(C)CCC=C(C)CCC=C(C)CCC=C(C)C)=C(C)C1=O	-0.1%
Fc1ccc(-c2noc3ncnc(N4CCN(c5ccccc5)CC4)c23)cc1	-2.1%
COc1ccc(-c2noc(CSc3nc4ccc(C)cc4[nH]3)n2)cc1	2.6%
Cc1ccc(-n2ncc(C(=O)N3CCN(C4CCCCC4)CC3)c2C2CCN(C(=O)OC(C)(C)C)CC2)cc1	-0.2%
O=C(CCCCCn1c(=O)[nH]c2ccccc2c1=O)N1CCN(c2ccc(Cl)cc2)CC1	-1.0%
O=C(c1cc(S(=O)(=O)N2CCCC2)c[nH]1)N1CCN(c2cccc(Cl)c2)CC1	1.8%
COC(=O)Cc1c(C)c2cc3c(c(C)c2oc1=O)OCN(CCc1ccc(F)cc1)C3	7.5%
Cc1ccc(/C=C/C(=O)Nc2nc(-c3cccs3)ns2)cc1	-1.6%

# Part of the list above in order of SMILES length, ascending.
mol	Tb PYK inh
CCCOc1ccc(C(=O)Nc2ccc3oc(-c4cccc(Cl)c4Cl)nc3c2)cc1	-4.8%
CCOC(=O)c1cc(-c2ccc(C)cc2)n(CC(=O)Nc2ccc(OC)c(Cl)c2)c1C	-10.3%
Cc1ccc(C(=O)NCC(c2ccc3c(c2)OCO3)N2CCN(c3ccc(F)cc3)CC2)cc1 (stereo not given)	0.1%

# More structures:
mol	Tb PYK inh
Cc1cccc(C2NC(=O)c3c(sc4c3CCN(C)C4)N2)c1O (stereo not given)	-10.3%
COc1ccc(-c2[nH]nc3nc(-c4cc(OC)c(OC)c(OC)c4)cc(C(=O)O)c23)cc1	-6.2%
CCN(C(=O)Cn1c(=O)oc2cc(S(=O)(=O)N3CCCCCC3)ccc21)c1cccc(C)c1	-6.4%
Cc1cc(C)cc(NS(=O)(=O)c2ccc3[nH]cc(C(=O)NCc4ccccc4Cl)c(=O)c3c2)c1	0.9%
CCOc1ccccc1CNC(=O)c1c(C)oc2ncnc(N3CCOCC3)c12	2.9%
COc1cccc(CNC(=O)CN2C(=O)COc3ccc(S(=O)(=O)Nc4ccccc4)cc32)c1	5.0%
CCCN(Cc1cccs1)C(=O)Nc1ccc(Br)cc1F	3.5%
CCOc1ccccc1NC(=O)c1nnn(CC(=O)Nc2ccccc2CC)c1N	-0.6%
O=C(Nc1cc(Cl)ccc1Cl)c1cc(S(=O)(=O)NCCc2ccccc2)ccc1F	8.0%
COc1ccc(-n2cc(C(=O)NCc3ccc(Cl)cc3)c3ccccc3c2=O)cc1	-13.4%
Cc1c(Cl)cccc1NC(=O)Cn1cc2c(n1)CCCC2	0.4%
O=C(Nc1ccccc1F)C(Cc1ccccc1)n1cccc1 (stereo not given)	1.2%
COc1ccc(NC(=O)CCc2nc3c(C)nn(-c4ccc(C)cc4)c3n(C)c2=O)c(OC)c1	-4.9%
CCC(C)c1ccc2oc(-c3ccc(NC(=O)c4cc5ccccc5o4)cc3)nc2c1 (stereo not given)	4.2%
O=C(Nc1ccc(OC(F)(F)F)cc1)C1CCCN(S(=O)(=O)c2ccc(Br)s2)C1 (stereo not given)	3.6%
COc1ccc(N2CCN(c3nc4ccc(C)cc4n4nnnc34)CC2)cc1	0.7%
Cc1ccc(C(=O)NCC(c2cccs2)S(=O)(=O)c2cccs2)cc1 (stereo not given)	0.2%
CCC(Sc1nc2c(sc3ccccc32)c(=O)n1CCCC(=O)NC1CCCC1)C(=O)Nc1cccc(OC)c1 (stereo not given)	4.1%
Cc1nc2c(c(C)c1CCC(=O)NCc1ccc(Cl)cc1)c(=O)n(C)c(=O)n2C	-5.9%

# Screening results from PubChem BioAssay.
